# tim23-1 inh = inhibits growth of tim23-1 mutant yeast | inhibition, % at 20 µM | 1.3% of 330,000 active | AID 463212 | S. cerevisiae tim23-1 growth, BacTiter-Glo luminescence, 24 h;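 active = growth inhibition of the mutant yeast at or above 50%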;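 note: temperature-sensitive mutant grown at 25 °C; plate controls were DMSO-treated mutant yeast for no effect and medium wells lacking yeast for full effect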
# NR3A LBD binder = modulates the human NR3A ligand-binding domain | Tm shift relative to glycine control, % at 25 µM | AID 1259313 | NR3A LBD differential scanning fluorimetry, Tm shift; 0% = protein alone, 100% = glycine-bound protein | 2.5% of 340,000 active;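 active = melting temperature shift of at least 10% of the positive control shift, at one fixed dose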
# Mdm2-MdmX inh = human Mdm2/MdmX binding inhibition; 3% of 330,000 active; O15151+Q00987; inhibition, % at 8 µM; SaOS-2 split-luciferase Mdm2/MdmX complementation, luminescence;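 active = inhibition of at least 50% at 8 µM in the primary screen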
# Target sequence (O15151 whole entry, looked up): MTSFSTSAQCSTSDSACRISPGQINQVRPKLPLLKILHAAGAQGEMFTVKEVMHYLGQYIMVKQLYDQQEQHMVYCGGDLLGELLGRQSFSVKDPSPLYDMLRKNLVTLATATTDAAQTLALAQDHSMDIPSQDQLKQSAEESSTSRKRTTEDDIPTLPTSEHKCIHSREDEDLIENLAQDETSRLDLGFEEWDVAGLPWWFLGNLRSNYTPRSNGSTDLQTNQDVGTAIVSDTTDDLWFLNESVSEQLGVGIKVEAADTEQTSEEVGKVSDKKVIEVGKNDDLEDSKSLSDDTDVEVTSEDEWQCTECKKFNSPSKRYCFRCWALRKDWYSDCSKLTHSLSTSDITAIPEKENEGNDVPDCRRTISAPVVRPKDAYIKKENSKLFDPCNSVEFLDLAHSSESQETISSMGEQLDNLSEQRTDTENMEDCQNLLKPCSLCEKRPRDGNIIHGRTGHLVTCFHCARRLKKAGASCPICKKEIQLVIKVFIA
# Target sequence (Q00987 whole entry, looked up): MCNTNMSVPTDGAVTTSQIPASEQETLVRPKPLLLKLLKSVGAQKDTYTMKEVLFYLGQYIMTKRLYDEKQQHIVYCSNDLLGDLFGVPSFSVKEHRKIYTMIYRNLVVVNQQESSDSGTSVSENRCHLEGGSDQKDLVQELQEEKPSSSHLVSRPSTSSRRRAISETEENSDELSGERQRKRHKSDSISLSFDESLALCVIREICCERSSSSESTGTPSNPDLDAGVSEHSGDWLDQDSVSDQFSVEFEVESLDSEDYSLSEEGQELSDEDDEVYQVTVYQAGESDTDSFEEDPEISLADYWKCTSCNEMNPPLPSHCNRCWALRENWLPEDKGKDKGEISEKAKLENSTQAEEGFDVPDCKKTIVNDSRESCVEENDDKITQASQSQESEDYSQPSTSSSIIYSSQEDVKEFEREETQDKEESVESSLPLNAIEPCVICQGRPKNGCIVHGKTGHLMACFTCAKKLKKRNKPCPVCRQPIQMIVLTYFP
# tim10-1 inh = tim10-1 yeast growth inhibition; AID 463190; 2.2% of 330,000 active; S. cerevisiae tim10-1 ts strain growth, BacTiter-Glo, 24 h; inhibition, % at 20 µM;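 active = inhibition of at least 40%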;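 note: mutant grown at 25 °C; 0% = DMSO wells with yeast and 100% = wells holding no yeast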
# UPR XBP1 act = activators of adaptive arm of unfolded protein response (XBP1); CHO-XBP1 luciferase reporter, IRE1-XBP1 UPR activation, luminescence; percent of tunicamycin response, DMSO as zero; activation, % at 20 µM; 0.33% of 330,000 active;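 active = versus positive control, 20 µM dose yields 30% or more activation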;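 note: 100% = tunicamycin at 10 µg/mL and 0% = DMSO only wells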
#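 Material: IRE1-XBP1 luciferase reporter CHO line / Quantity: one thousand reporter cells per well / Buffer or medium: F12 with 10% serum / Compound: 20 µM single concentration, DMSO 1% / Times: 6 h treatment, 37 °C / Detection: Steady-Glo luciferase glow luminescence, 10 min after reagent addition / Benchmarks: tunicamycin high, DMSO low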
# TIM10 inh = inhibits growth of TIM10 yeast strain | S. cerevisiae TIM10 strain growth, BacTiter-Glo luminescence, 24 h | inhibition, % at 10 µM | 1.4% of 330,000 active;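 active = inhibition of 40% or more at the single tested concentration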;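 note: wild-type TIM10 isogenic control strain grown at permissive 25 °C; 0% = DMSO yeast wells and 100% = minimal medium wells without yeast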
# APJ ag = agonists of human APJ apelin receptor; activation, % at 20 µM; CHO-K1 APJ PathHunter beta-arrestin, luminescence; 0% DMSO wells, 100% apelin; 0.11% of 330,000 active; AID 2520;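 active = activation more than six SD over the plate average, tested at 20 µM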;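 note: 0% = DMSO alone and 100% = apelin-13 at 10 nM; some results filed as inactive read as strong as hits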
#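 assay system = CHO-K1 APJ beta-arrestin complementation cell line | input = cell density 1000 per well | dosing = compound 20 µM once, DMSO 1% | timing = compound 90 min 25 °C, reagent 1 h | measured by = luminescence from split beta-galactosidase complementation, Galacton Star/Emerald II substrate | read-out basis = APJ agonist activity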
# CHOP UPR activ = apoptotic UPR (CHOP) activation | CHO-CHOP luciferase reporter, luminescence; percent of tunicamycin response over DMSO baseline | activation, % at 10 µM | 0.34% of 330,000 active | AID 449763;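 active = at 10 µM dose, activation of 40% or more, normalized to positive control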;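 note: 100% = tunicamycin at 10 µg/mL and 0% = DMSO alone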
#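 assay system = CHO CHOP reporter cells | amount = 500 CHO-CHOP cells per well | buffer or medium = F12 with 10% FBS | incubation = 16-18 h cell attachment, then 6 h compound exposure, 37 °C | detection = luminescence read with Steady-Glo | read-out = percent activation relative to tunicamycin control | controls = tunicamycin high control, DMSO low control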
# NLRP3 yeast inh = NALP3 inhibition in yeast; 0.39% of 330,000 active; inhibition, % at 10 µM; Yeast reconstituted NLRP3/ASC/caspase-1, beta-gal luminescence, 24 h;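 active = inhibition of 50% or more; inactive = inhibition below 50%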;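 note: plate controls were induced DMSO wells for no effect and uninduced yeast grown without galactose for full effect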
# * = called active by the depositor; nt = not tested or not shown.
SMILES,tim23-1 inh,NR3A LBD binder,Mdm2-MdmX inh,tim10-1 inh,UPR XBP1 act,TIM10 inh,APJ ag,CHOP UPR activ,NLRP3 yeast inh
CCOC(=O)c1sc(NC(=O)C2CC(=O)N(c3ccc(C)cc3)C2)nc1C (stereo unspecified),20,-3,14,11,-3,16,-4,2.8,10
O=C(NC1CCCCC1)c1ccc(-n2cncn2)c([N+](=O)[O-])c1,6,1,-11,6,4,-6,2,-0.2,1
CC(C)NC(=O)NC(=O)COC(=O)c1cc[n+]([O-])cc1,-3,0,10,4,0,-2,-1,-2.6,1
Nc1c(C(=O)CSc2nc3ccccc3o2)c(=O)[nH]c(=O)n1C1CC1,-17,0,80*,-14,3,-1,0,1.8,17
CCOC(=O)C1CCN(C(=O)CSC2=NCCS2)CC1,11,2,8,22,-3,5,-2,0.6,-1
CCN(C(=O)COC(=O)c1cccnc1SC)C1CCCCC1,24,1,32,14,-1,-1,-1,-3.7,24
COc1ccc(N/C=C(\[N+](=O)[O-])S(=O)(=O)c2ccccc2)cc1,9,-2,0,11,-7,1,-3,-2.0,4
COc1ccc(-n2cnnc2SCC(=O)Nc2ccc(C(N)=O)cc2)cc1,5,3,2,-1,9,4,2,1.2,13
COc1ccc(C(=O)NCc2csc(C(C)C)n2)cc1OC1CCN(C(C)=O)CC1,-17,-8,1,-21,-4,2,2,1.1,8
COc1ccccc1N1CCN(CC(=O)Nc2ccc(CN3CCCCC3)cc2)CC1,-10,-1,-13,-3,-1,-4,3,-1.3,18
Cc1ccc(-n2nnnc2CNC(=O)C2CC(=O)N(c3ccccc3)C2)cc1C (stereo unspecified),6,-1,20,25,1,12,0,1.8,17
O=C(CNc1ccc2ccccc2c1)N/N=C/c1ccncc1,22,-1,25,18,-4,19,-4,0.2,12
COc1cc(NS(=O)(=O)c2cc(C)ccc2OC)c(OC)cc1Cl,13,3,-18,11,-1,17,3,-1.9,5
O=S(=O)(c1ccc2c(c1)OCCO2)N1CCC(c2nc3ccccc3[nH]2)CC1,4,1,3,-1,-1,16,0,1.0,7
Cc1ccccc1NC(=O)CCS(=O)(=O)c1cccc2nonc12,7,-3,8,10,-5,-6,0,-0.3,22
O=C(O)c1cccc(NC(=O)c2cc(-c3cccc(Cl)c3)nc3ccccc23)c1,20,-12,0,19,-1,-4,0,2.2,5
O=C(N/N=C/c1ccc(O)c(O)c1)c1cc(-c2ccccc2)nc2ccccc12,21,5,-4,24,34*,10,-3,99*,9
CCCC(=O)C1=C(O)C(C(=O)OC)C(C)(C)CC1=NC(C)C (stereo unspecified),23,1,1,15,1,-8,-2,-2.1,12
COc1ccc(C2CC(=O)c3cnc(N4CCN(Cc5ccccc5)CC4)nc3C2)cc1 (stereo unspecified),20,-2,0,33,-1,20,-2,-2.2,7
O=C(c1ccc(Cl)cc1)C1CCN(C(=O)C2CC2)CC1,18,-2,6,8,1,-2,3,-0.8,10
O=[N+]([O-])c1ccc2nc(SCc3ccccc3Cl)sc2c1,15,-1,-11,29,2,2,-4,0.8,-4
CCOC(=O)c1ccc(Nc2cc(C)nc(C)c2C(=O)OCC)cc1,15,2,-7,6,5,15,-1,-0.5,22
COc1cc(/C=C/C(=O)OCC(=O)c2c[nH]c3ccccc23)ccc1OC(F)F,0,29*,35,8,-2,11,0,-1.3,-4
CCn1c(SCC(=O)NCc2cccs2)nnc1-c1ccncc1,10,5,-20,7,-1,-9,-1,0.0,18
COCc1nnc(NC(=O)C23CC4CC(CC(C4)C2)C3)s1,9,2,4,5,-1,11,0,2.0,25
CC(C)(C)c1cc(=O)[nH]c(SCc2ccccc2Cl)n1,21,-43,2,35,-2,-2,-4,0.0,-6
COc1ccc(N2CCc3c(C)nc(SC)nc32)cc1,9,4,20,8,9,5,-3,-1.4,25
COc1ccc2[nH]c3c(=O)n(Cc4ccco4)cnc3c2c1,14,2,15,17,6,17,3,2.6,16
COc1ccc(C2C(C(=O)O)CCC(=O)N2c2ccc(C)cc2)cc1OC (stereo unspecified),13,0,-3,3,-4,7,-1,-1.6,0
CS(=O)(=O)Nc1cccc(-c2cn3c(n2)SCC3)c1,-9,3,15,-11,-4,-1,1,0.8,12
C=CCn1c(CCNC(=O)c2ccc(Cl)c(Cl)c2)nnc1SCCOc1ccc(OC)cc1,33,-8,3,26,-2,29,-3,5.2,10
O=C(CCNC(=O)c1ccc(Cl)cc1)Nc1ccccc1N1CCCCC1,30,3,-9,18,-3,-20,8,2.4,22
Cn1nc(C(F)(F)F)c(/C=N/OC(=O)c2ccccc2Cl)c1SCc1ccccc1Cl,0,3,55*,18,89*,-4,-5,26,14
CCOc1cc(C(=O)N2CCN(c3ccccn3)CC2)cc(OCC)c1OCC,7,1,18,-5,-6,6,-3,-1.4,15
O=C(NCC(c1ccco1)N1CCc2ccccc21)c1ccccc1Br (stereo unspecified),27,2,8,23,-3,11,-2,0.9,15
O=C(CCn1c(=S)oc2ccccc21)NC1CCCCC1,-9,-1,15,7,1,-15,-3,0.9,6
O=C(O)CC(Cc1ccc(Cl)cc1)C(=O)Nc1ccccc1 (stereo unspecified),5,0,21,16,-1,3,-2,2.0,-2
CCCCNc1ccc(C(CC(N)=O)NC(=O)c2ccccc2)cc1[N+](=O)[O-] (stereo unspecified),3,3,13,5,2,6,5,-0.5,27
COc1ccc(-c2cccc(NC(=O)c3cccs3)c2)nn1,62*,-7,18,10,-3,-10,2,2.0,8
COc1ccc(N/C=C\C(=O)c2ccc3c(c2)OCO3)cc1,-3,-9,-106,12,-3,14,-3,-0.7,13
Cn1c(SCc2ccccc2F)nc2ccccc2c1=O,12,1,10,14,2,13,0,1.2,41
O=C(CC(=O)N/N=C\c1cccc(Cl)c1Cl)NCc1ccccc1,-18,-2,28,13,0,-21,0,-0.2,2
CCn1c(/C=C/N(C(C)=O)c2ccccc2)[n+](CCCS(=O)(=O)[O-])c2cc(Cl)c(Cl)cc21,5,-2,-17,7,-2,-7,-3,0.2,8
O=C(N1CCOCC1)N1CCN(S(=O)(=O)c2ccccc2)C1,9,-1,-3,3,-1,-4,-3,-1.3,-25
O=C(CCNC(=O)c1ccc([N+](=O)[O-])cc1)NC1CCCCC1,5,-2,6,3,1,-1,3,-0.7,8
CN(C)C(=O)CN(c1ccc(F)c(Cl)c1)S(C)(=O)=O,-2,0,12,-13,-5,-4,-2,-2.1,10
COc1ccc(C(=O)N2CCC(C(=O)O)CC2)cc1,5,2,4,3,2,-5,-3,3.5,-21
CC(=O)c1ccc(N2CCN(c3ncccn3)CC2)c([N+](=O)[O-])c1,25,-1,-31,19,2,13,1,1.3,23
O=C(NCc1cccc(Cl)c1)C1CCC(=O)N(CCCN2CCCC2=O)C1 (stereo unspecified),-5,5,-10,-18,1,7,1,1.3,22
CC(=O)N1CCN(S(=O)(=O)c2cccc(C(=O)NCCC3=CCCCC3)c2)CC1,2,-2,-30,14,2,-5,6,0.7,10

# A section of the results above, as a working copy:
SMILES,tim23-1 inh,NR3A LBD binder,Mdm2-MdmX inh,tim10-1 inh,UPR XBP1 act,TIM10 inh,APJ ag,CHOP UPR activ,NLRP3 yeast inh
CCOC(=O)c1sc(NC(=O)C2CC(=O)N(c3ccc(C)cc3)C2)nc1C (stereo unspecified),20,-3,14,11,-3,16,-4,2.8,10
O=C(NC1CCCCC1)c1ccc(-n2cncn2)c([N+](=O)[O-])c1,6,1,-11,6,4,-6,2,-0.2,1
CC(C)NC(=O)NC(=O)COC(=O)c1cc[n+]([O-])cc1,-3,0,10,4,0,-2,-1,-2.6,1
Nc1c(C(=O)CSc2nc3ccccc3o2)c(=O)[nH]c(=O)n1C1CC1,-17,0,80*,-14,3,-1,0,1.8,17
CCOC(=O)C1CCN(C(=O)CSC2=NCCS2)CC1,11,2,8,22,-3,5,-2,0.6,-1
CCN(C(=O)COC(=O)c1cccnc1SC)C1CCCCC1,24,1,32,14,-1,-1,-1,-3.7,24
COc1ccc(N/C=C(\[N+](=O)[O-])S(=O)(=O)c2ccccc2)cc1,9,-2,0,11,-7,1,-3,-2.0,4
COc1ccc(-n2cnnc2SCC(=O)Nc2ccc(C(N)=O)cc2)cc1,5,3,2,-1,9,4,2,1.2,13
COc1ccc(C(=O)NCc2csc(C(C)C)n2)cc1OC1CCN(C(C)=O)CC1,-17,-8,1,-21,-4,2,2,1.1,8
COc1ccccc1N1CCN(CC(=O)Nc2ccc(CN3CCCCC3)cc2)CC1,-10,-1,-13,-3,-1,-4,3,-1.3,18
Cc1ccc(-n2nnnc2CNC(=O)C2CC(=O)N(c3ccccc3)C2)cc1C (stereo unspecified),6,-1,20,25,1,12,0,1.8,17
O=C(CNc1ccc2ccccc2c1)N/N=C/c1ccncc1,22,-1,25,18,-4,19,-4,0.2,12
COc1cc(NS(=O)(=O)c2cc(C)ccc2OC)c(OC)cc1Cl,13,3,-18,11,-1,17,3,-1.9,5
O=S(=O)(c1ccc2c(c1)OCCO2)N1CCC(c2nc3ccccc3[nH]2)CC1,4,1,3,-1,-1,16,0,1.0,7
Cc1ccccc1NC(=O)CCS(=O)(=O)c1cccc2nonc12,7,-3,8,10,-5,-6,0,-0.3,22
O=C(O)c1cccc(NC(=O)c2cc(-c3cccc(Cl)c3)nc3ccccc23)c1,20,-12,0,19,-1,-4,0,2.2,5

# Next entries.
SMILES,tim23-1 inh,NR3A LBD binder,Mdm2-MdmX inh,tim10-1 inh,UPR XBP1 act,TIM10 inh,APJ ag,CHOP UPR activ,NLRP3 yeast inh
CC1=C(C(=O)OCc2cc(C)on2)N2C(=O)[C@@H](NC(=O)OCc3cc(C)on3)[C@H]2SC1,17,2,-5,15,0,1,-2,1.6,-11
Cc1cc(C(=O)N2CCCC(N3CCN(c4cccc(Cl)c4)CC3)C2)nc(C)n1 (stereo unspecified),4,0,5,7,-3,13,8,1.4,-10
CC1Cn2c(CCc3ccccc3)nnc2S1 (stereo unspecified),-2,1,-1,0,-1,1,-2,-0.4,14
Cc1noc(NS(=O)(=O)c2ccc(NC(=O)NC(C)(C(F)(F)F)C(F)(F)F)cc2)c1C,-8,-2,26,-12,-2,1,-2,-0.6,13
CC(C)C[C@H](N)c1cn([C@@H](Cc2cc3ccccc3[nH]2)C(=O)N2CCNCC2)nn1,13,2,-23,11,1,2,-3,2.2,5
CN(C)CCNc1nc2sc3c(c2c(=O)n1-c1ccc(F)cc1)CCCCC3,14,-1,48,7,2,-4,0,-1.3,28
[O-][n+]1c2c(nc3c1-c1ccccc1C3O)CCCC2 (stereo unspecified),0,nt,-10,22,3,18,-10,-0.7,18
O=C(c1cccc(Cl)c1)N1CCN(C2CCCCC2)CC1,11,0,-19,3,0,7,-2,1.4,48
